# Large T inhibition: SV40 large T antigen inhibitors, biochemical (AID 1903) | SV40 large T antigen ATPase/helicase inhibition assay; higher % means a stronger effect | inhibition, % at 20 µM; hits with a dose series show IC50 in µM | 310,000 compounds, 0.39% hits; in the data active means a potency from the dose series; inconclusive means inhibition mostly from about 32% at the one dose, without a potency; inactive means the rest, 99 in 100 with inhibition below about 32%; further: strong numbers were not always called active
# HIV peptide binding: cell-free HIV fusion peptide-binding blockers – biochemical, uHTS, fluorescence dequenching, primary screen (AID 1986); cell-free peptide binding, fluorescence dequenching, 30 min; higher % means a stronger effect; one-dose inhibition, % at 20 µM; IC50 in µM for titrated hits; 290,000 compounds, 0.3% hits; in the data active means inhibition mostly above about 52%, no sharp cut-off; inactive means mostly below about 76%; further: some results filed as inactive read as strong as hits
# RSV CPE inhibition: RSV antiviral activity via CPE protection, HEp-2 cells, primary 10 µM value included (AID 2391). HEp-2 cells, RSV-induced CPE inhibition; higher % means a stronger effect. 310,000 compounds, 0.13% hits. CPE inhibition, % at 10 µM, or IC50 in µM where a hit was titrated; in the data active means a potency from the dose series; inconclusive means CPE inhibition mostly from about 23% at the one dose, without a potency; inactive means the rest, 99 in 100 with CPE inhibition below about 21%; further: strong numbers were not always called active
# NS5 inhibitors: Dengue-2 NS5 methyltransferase inhibitors, primary screen, biochemical, confirmation dose response (AID 588689) | Dengue-2 NS5 methyltransferase capping enzyme assay, biochemical; higher % means a stronger effect | one-dose inhibition, % at 25 µM; IC50 in µM for titrated hits | 340,000 compounds, 0.3% hits; in the data active means a potency from the dose series; inconclusive means inhibition above about 29% without an active follow-up result
# GPR55 antagonists: GPR55 antagonists blocking LPI-driven arrestin recruitment, primary screen, imaging, U2OS, beta-arrestin-GFP, LPI agonist (AID 2013); U2OS GPR55 beta-arrestin-GFP translocation imaging, LPI antagonism; higher % means a stronger effect; one-dose inhibition, % at 10 µM; IC50 in µM for titrated hits; 290,000 compounds, 0.13% hits;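 active means spots per cell inhibited over 60%, with over 100 cells counted and total cytoplasm intensity under 500,000; inconclusive means wells with under 100 cells, flagged as likely toxic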;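 further: U2OS cells stably carrying GPR55 and arrestin-GFP stimulated by 5 µM LPI near EC80; imaged beta-arrestin-GFP aggregate spots per cell after agonist stimulation; plate controls were LPI-stimulated DMSO wells for no effect and DMSO wells without LPI for full effect; some results filed as inactive read as strong as hits; confirmed hits need IC50 under 10 µM and bright autofluorescent wells are also inconclusive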
# K1F lysis inhibition: inhibition of K1F phage lysis, E. coli UTI89, bacterial capsule biogenesis inhibitors, alamar blue (AID 488966). E. coli UTI89 K1F phage lysis, alamar blue, 2 h; higher % means a stronger effect. inhibition, % at 100 µM; hits with a dose series show IC50 in µM. 340,000 compounds, 0.02% hits;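 active means phage lysis inhibition, versus mean bacterial control, above a set limit; inconclusive means no clear call, values can overlap the other calls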;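 further: capsule biogenesis inhibitors block K1F phage lysis so surviving cells raise fluorescence; higher fluorescence means more inhibition of phage lysis; actives were called in the ten point dose series up to 300 µM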
# Salmonella PhoP GFP: inhibitors of PhoP regulon expression, primary screen, Salmonella Typhimurium, GFP reporter (AID 1863); S. Typhimurium PhoP-regulated promoter GFP reporter, 4 h; higher % means a stronger effect; inhibition, % at 50 µM, or IC50 in µM where a hit was titrated; 300,000 compounds, 0.16% hits;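 active means inhibition over 29.93%, a cutoff 3 SD above the screen mean, later confirmed by dose response; inconclusive means inhibition over 29.93% but no dose response follow-up; inactive means inhibition at most 29.93% or unconfirmed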;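 further: 0% = low Mg2+ inducing control and 100% = high Mg2+ repressing control; strong numbers were not always called active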
# GPR35 arrestin U2OS: GPR35 antagonists blocking zaprinast-driven arrestin recruitment, primary screen, imaging, U2OS, beta-arrestin-GFP, zaprinast agonist (AID 2058); U2OS GPR35 beta-arrestin-GFP translocation imaging, zaprinast antagonism; higher % means a stronger effect; inhibition, % at 10 µM, or IC50 in µM where a hit was titrated; 290,000 compounds, 0.052% hits;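 active means inhibition of at least 50% with at least 30 cells and total cytoplasm GFP at most 10,000,000; inconclusive means under 30 cells or total GFP of 10,000,000 plus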
# MgcRacGAP inhibition: MgcRacGAP GTPase-activating activity inhibitors, confirmation, biochemical, ADP Hunter fluorescence; MgcRacGAP-stimulated Rac1 GTP hydrolysis, ADP Hunter fluorescence; higher % means a stronger effect; GST-tagged Rac1 F28L mutant substrate; inhibition, % at 30 µM, or IC50 in µM where a hit was titrated; 340,000 compounds, 0.6% hits;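 active means first-screen hits whose inhibition reached a set limit at any dose in the follow-up dose series; inconclusive means inhibition above the set first-screen limit but never retested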;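 further: fluorescence reports GDP produced by GAP-driven GTP hydrolysis; strong numbers were not always called active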
# NS5 inhibitors pilot replicate: recorded beside NS5 inhibitors, whose call it bears; inhibition, %; measured here: pilot screen replicate inhibition
# Active calls of the source: *; ? = inconclusive; · = no result given; [ ] = dose if it differs, or a comment.
SMILES,Large T inhibition,HIV peptide binding,RSV CPE inhibition,NS5 inhibitors,GPR55 antagonists,K1F lysis inhibition,Salmonella PhoP GFP,GPR35 arrestin U2OS,MgcRacGAP inhibition,others
Cc1ccc(C(=O)N(CC(=O)NC2CCCC2)Cc2cccs2)s1,14%,1.2%,-0.1%,0%,9%,0.2%,-3%,14%,4%,
CCOc1cc(C(=O)Nc2ccc3c(c2)OCO3)ccc1OCCOc1ccccc1Cl,-2%,0.5%,0.8%,-5%,0%,-0.4%,9%,-4%,-2%,
Cc1nn(-c2ccccc2)c(Cl)c1/C=N/NC(=O)c1cccnc1,7%,-1.6%,3.0%,1%,3%,-9.3%,0%,-7%,2%,
COCCn1c(Cc2ccccc2)nnc1SCC(=O)N1CCCC1=O,·,·,0.1%,-2%,·,-0.1%,·,·,8%,
O=C(O)C1CCCCC1C(=O)Nc1nccs1 (configuration not stated),0%,-2.5%,-1.2%,1%,-7%,0.7%[50 µM],3%,-14%,-7%,
O=C(O)c1cccc(NC(=O)c2cc(-c3cccc(Cl)c3)nc3ccccc23)c1,10%,52%,1.4%,1%,-9%,-1.0%,-1%,-10%,5%,
CSC1=NC(C(Cl)(Cl)Cl)N=C(c2ccc(C)cc2)N1 (configuration not stated),26%,1.4%,0.9%,-8%,-23%,0.0%,4%,11%,3%,
Cc1cc(NC(=O)CSc2nnc(C3CC3)n2N)no1,1%,0.8%,0.9%,2%,-12%,2.0%,3%,1%,-8%,
Cc1ccc(C(c2nnnn2C2CCCCC2)N(C)C2CCCCC2)cc1 (configuration not stated),11%,-1.1%,2.2%,1%,-1%,4.8%,0%,6%,2%,
COc1ccc(NC(=O)CCCCCN2C(=O)c3ccccc3C2=O)c(OC)c1,6%,-1.1%,3.4%,1%,4%,0.0%,1%,-5%,0%,
O=c1oc2ccccc2c(Nc2cc3ccccc3cc2O)c1[N+](=O)[O-],-16%,17%,6.1%,13%,-13%,-2.3%,-5%,4%,16%,
CCC(OC(=O)CC1Sc2ccccc2NC1=O)C(=O)NCC1CCCO1 (configuration not stated),1%,-1.8%,1.9%,-3%,8%,3.0%,-17%,9%,9%,
CC(=O)NC1=NN(C(C)=O)C(c2sccc2C)S1 (configuration not stated),-2%,-1.8%,0.0%,-4%,-23%,0.8%,9%,-10%,1%,
COc1cc(OC)c(NC(=O)c2sc3ncn(CC(=O)N4CCN(c5ccccn5)CC4)c(=O)c3c2C)cc1Cl,4%,-1.4%,1.3%,-4%,10%,0.4%,14%,-10%,11%,
Cc1ccc(CNC(=O)COC(=O)c2cc(C)oc2C)cc1,·,·,2.2%,-3%,·,0.8%[50 µM],·,·,2%,
COCCN(C(=O)Nc1ccc(OC)cc1OC)C1CCN(C(C)C)CC1,8%,-0.7%,1.2%,-1%,2%,8.0%,-1%,10%,12%,
CCOc1ccc(C2/C(=C(/O)c3ccc(S(=O)(=O)N4CCCCC4)cc3)C(=O)C(=O)N2CCCOC)cc1OC (configuration not stated),27%,7.3%,0.9%,1%,9%,-0.4%,4%,-12%,8%,
Cc1ccc(-c2cc(C(=O)Nc3ccc4c(c3)OCCO4)c3ccccc3n2)cc1,7%,1.0%,9.5%,-2%,15%,0.6%,4%,-2%,9%,
COc1ccccc1CNCc1cccc(Oc2ccccc2)c1,3%,0.8%,-3.6%,1%,6%,0.6%,10%,1%,10%,
Cc1ccc(Nc2cc(C)nc3nnnn23)cc1,8%,-0.5%,2.3%,-16%,2%,0.2%,26%,9%,7%,
Cc1ccc(N(Cc2ccc([N+](=O)[O-])cc2)C(=O)c2ccco2)cc1C,7%,1.1%,4.9%,-4%,4%,-1.3%[50 µM],4%,-6%,1%,
CN(C)C1=NC[C@H](Cc2ccccc2)N1CCCC1CCCC1,12%,·,-0.6%,-2%,·,0.3%,-2%,·,2%,
CCn1c2ccccc2c2nnc(SCCN3CCCCC3)nc21,12%,1.6%,-0.8%,6%,-13%,-0.9%,-2%,4%,17%,
O=C(OCc1ccccc1)N1CCc2ccccc21,9%,-0.4%,1.2%,1%,8%,0.3%,0%,2%,11%,
Cc1ccc(C(=O)Nc2nc(-c3ccccn3)cs2)o1,16%,1.3%,-3.4%,1%,8%,0.2%[50 µM],-2%,10%,-8%,
COc1ccc(C(=O)Oc2ccc(/C=N/NC(=O)c3cccnc3)cc2OC)cc1,·,·,2.1%,3%,·,0.6%[50 µM],·,·,8%,
O=C(Cn1cc(C(F)(F)F)ccc1=O)N/N=C/c1ccc(Cl)cc1Cl,10%,3.2%,0.1%,-1%,4%,5.3%,-23%,1%,2%,
CCOC(=O)c1c(NC(=O)CSc2nnc(C)s2)sc2c1CCC(C)C2 (configuration not stated),19%,2.5%,2.0%,2%,-3%,0.2%,1%,-7%,4%,
O=C1SCCC1NS(=O)(=O)c1ccc([N+](=O)[O-])cc1 (configuration not stated),8%,0.2%,-0.1%,-1%,-2%,-0.8%,8%,6%,11%,
CCOC(=O)c1oc2ccccc2c1CN1CCOCC1,-7%,-1.6%,-2.4%,-6%,6%,0.0%,14%,1%,7%,NS5 inhibitors pilot replicate=2.7
O=C(c1cc(COc2ccc(F)cc2Cl)on1)N1CCC(OCc2cccnc2)CC1,-2%,1.1%,0.0%,-2%,4%,0.0%,-5%,0%,1%,
COc1ccc(S(=O)(=O)N2CCC(C(=O)N3CCN(c4ccccc4OC)CC3)CC2)cc1,3%,-1.3%,2.3%,-1%,-8%,5.9%,11%,6%,5%,
O=C(Cn1cnc2ccccc2c1=O)Nc1nnc(C2CC2)s1,18%,3.3%,0.6%,-3%,0%,3.4%,-7%,13%,8%,
Cc1[nH]c2ccccc2c1C(c1ccncc1)N1CCN(c2ccccn2)CC1 (configuration not stated),7%,-1.2%,2.9%,-3%,8%,0.2%,1%,-7%,-2%,
COc1ccc(CNC(=O)C2CCC(CNS(=O)(=O)c3cccc4cccnc34)CC2)cc1 (configuration not stated),9%,-0.2%,5.9%,-3%,0%,0.0%,-6%,-2%,16%,
COc1ccc(/C=C2/SC(=O)N(CCNC(=O)C3CCCN3C(=O)c3cccs3)C2=O)cc1 (configuration not stated),1%,-2.3%,2.7%,-9%,9%,0.2%,-12%,-1%,14%,
Cc1ccc(NC(=O)c2nnn(-c3ccc4c(c3)OCCO4)c2N)cc1,6%,0.9%,40%,-5%,-4%,0.0%,-3%,-9%,10%,
O=C(NC1CCCC1)C1CCN(c2nccs2)CC1,7%,6.2%,0.1%,-1%,-6%,0.1%,1%,-4%,4%,
CC(C)Oc1ccccc1OCCN(C)C,5%,1.0%,0.8%,-8%,2%,4.2%,-10%,1%,20%,
COc1ccc(-c2ccc(-c3noc(-c4ccccc4)n3)c(OC)n2)cc1,10%,0.9%,47%,-3%,12%,0.0%,-6%,0%,8%,
NC(=O)C1CCN(C(=O)c2cccc(CN3C(=O)c4ccccc4C3=O)c2)CC1,·,·,0.2%,-4%,·,1.9%[50 µM],·,·,8%,
CCN1CCN(CC(=O)Nc2cccc(C)c2)C(=O)C1=O,·,·,1.9%,-3%,·,0.3%,·,·,-4%,
COc1ccc(/C=C/C(=O)NC2=NCCS2)cc1OC,10%,0.3%,2.2%,0%,1%,0.1%,-3%,-13%,9%,
Cn1cc([N+](=O)[O-])c(C(=O)N/N=C/c2ccccc2)n1,1%,3.9%,0.2%,-4%,51%,2.7%,11%,8%,4%,
CCOC(=O)CSc1nncc2ccc(OC)c(OC)c12,12%,0.4%,0.9%,-2%,22%,2.0%,2%,-6%,5%,
c1ccc(SSc2ccccn2)nc1,>100µM*,·,-1.3%,-26%,·,-1.6%,·,·,?,
O=C(Oc1c(Cl)cc(Cl)c2cccnc12)N1CCCCC1,4%,-3.3%,4.4%,-1%,2%,0.8%,6%,3%,2%,
COC(=O)C1=C(c2ccc(OC)cc2)OC(=O)C1(C)C,4%,2.6%,-1.9%,-4%,12%,0.6%,6%,8%,4%,

# Sorted by SMILES length (smallest number first): part of the list above.
SMILES,Large T inhibition,HIV peptide binding,RSV CPE inhibition,NS5 inhibitors,GPR55 antagonists,K1F lysis inhibition,Salmonella PhoP GFP,GPR35 arrestin U2OS,MgcRacGAP inhibition,others
c1ccc(SSc2ccccn2)nc1,>100µM*,·,-1.3%,-26%,·,-1.6%,·,·,?,
CC(C)Oc1ccccc1OCCN(C)C,5%,1.0%,0.8%,-8%,2%,4.2%,-10%,1%,20%,
CCOC(=O)CSc1nncc2ccc(OC)c(OC)c12,12%,0.4%,0.9%,-2%,22%,2.0%,2%,-6%,5%,
COc1ccc(/C=C/C(=O)NC2=NCCS2)cc1OC,10%,0.3%,2.2%,0%,1%,0.1%,-3%,-13%,9%,
O=C(Oc1c(Cl)cc(Cl)c2cccnc12)N1CCCCC1,4%,-3.3%,4.4%,-1%,2%,0.8%,6%,3%,2%,
COC(=O)C1=C(c2ccc(OC)cc2)OC(=O)C1(C)C,4%,2.6%,-1.9%,-4%,12%,0.6%,6%,8%,4%,
Cn1cc([N+](=O)[O-])c(C(=O)N/N=C/c2ccccc2)n1,1%,3.9%,0.2%,-4%,51%,2.7%,11%,8%,4%,
COc1ccc(-c2ccc(-c3noc(-c4ccccc4)n3)c(OC)n2)cc1,10%,0.9%,47%,-3%,12%,0.0%,-6%,0%,8%,
NC(=O)C1CCN(C(=O)c2cccc(CN3C(=O)c4ccccc4C3=O)c2)CC1,·,·,0.2%,-4%,·,1.9%[50 µM],·,·,8%,
COc1ccc(/C=C2/SC(=O)N(CCNC(=O)C3CCCN3C(=O)c3cccs3)C2=O)cc1 (configuration not stated),1%,-2.3%,2.7%,-9%,9%,0.2%,-12%,-1%,14%,

# From PubChem BioAssay
